Compound activity deposited in PubChem BioAssay by several laboratories.
CRFR2-BP ag – agonists of CRF-BP/CRF-R2 complex, primary screen, cell-based, HEK293, calcium dye fluorescence, uHTS; CRF-binding protein / CRF receptor 2 complex (human); calcium dye fluorescence (FLIPR); percent of saturating CRF peptide response; activation, % at 13.2 µM; 350,000 compounds, 0.46% hits;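 active means activation of at least 50%, plus an integration ratio under a set limit after plate pattern correction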;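 further: plate controls were neutral control wells without compound for no effect and CRF at EC100 for full effect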
GalR3 antag – GalR3 antagonists in HEK293 cells, primary screen, cell-based, fluorescence readout; Galanin receptor type 3 (Homo sapiens), O60755; HEK293 GalR3-CNG cAMP membrane potential fluorescence; galR3 body fused to GalR1 C-terminus; inhibition, % at 3 µM; 360,000 compounds, 0.44% hits;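 active means inhibition above the screen-wide average plus 3 SD, cut at about 13% in these data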;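 further: forskolin and galanin both at EC90 stimulate the cells; cAMP rise reported by CNG channel membrane potential dye signal; 0% = forskolin plus galanin with DMSO and 100% = forskolin alone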
Target sequence (O60755 1-299 limits assumed): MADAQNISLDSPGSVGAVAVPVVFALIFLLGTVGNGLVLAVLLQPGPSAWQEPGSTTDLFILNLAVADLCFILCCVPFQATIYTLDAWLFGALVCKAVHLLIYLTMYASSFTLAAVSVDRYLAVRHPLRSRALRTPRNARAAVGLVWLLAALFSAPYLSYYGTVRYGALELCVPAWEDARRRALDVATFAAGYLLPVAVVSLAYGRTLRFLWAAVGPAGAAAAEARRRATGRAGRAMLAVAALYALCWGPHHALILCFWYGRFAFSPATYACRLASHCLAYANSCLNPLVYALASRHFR
CRFBP-R2 block – antagonists of CRF-BP/CRF-R2 complex, primary screen, cell-based, HEK293, calcium dye fluorescence, uHTS; 350,000 compounds, 0.59% hits; inhibition, % at 11.8 µM; CRF-induced calcium fluorescence;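 active means inhibition of the ligand-induced calcium signal above about 50% at the single tested concentration, limit read from the data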
* = called active by the depositor. Not all compounds are listed, so the mix of outcomes need not match the whole.

no.	CRFR2-BP ag	GalR3 antag	CRFBP-R2 block	mol
1	-0.7	-5	2	O=S(=O)(c1ccc(NC(=S)N2CCCCC2CO)cc1)N1CCOCC1 (centres undefined)
2	1.7	1	1	CC(Oc1ccc(S(=O)(=O)N2CCCC2)cc1[N+](=O)[O-])C(=O)N(C)c1ccccc1 (centres undefined)
3	-2.4	-9	-3	CC[C@]12c3[nH]c4ccc(Cl)cc4c3CCN1C(=O)[C@@H](CC(=O)NCc1cccc(C(F)(F)F)c1)C[C@@H]2C(=O)N1CCN(C(=O)c2ccco2)CC1
4	-0.4	-4	-3	CCC1CCc2sc(C(=O)N(C)CC(=O)Nc3ccc(N4CCOCC4)cc3)cc2C1 (centres undefined)
5	-0.6	-5	-3	Cc1ccc(OCC(=O)OCC(=O)NC2CCCC2)cc1C
6	-0.5	-9	0	C=CCN1C(=O)/C(=C/N(C)C)S/C1=N\S(=O)(=O)c1cccs1
7	2.3	0	-11	O=C(Nc1cc(Cl)ccc1-n1cncn1)c1cncc(Br)c1
8	0.0	-2	-7	Cc1cc(OCC(=O)OCC(=O)NCCN2C(=O)CSC2=O)ccc1Cl
9	0.2	-1	0	OCC[C@H]1C[C@H](O)[C@@H](O)[C@]2(CCCc3ccccc3O2)O1
10	-1.7	0	3	COc1ccc(OC)c(NC(=O)C2CCCN(S(=O)(=O)c3c(C)nn(C)c3C)C2)c1 (centres undefined)
11	-0.7	-1	16	COc1ccc(-c2csc3ncnc(N4CCN(S(=O)(=O)c5ccc(C(C)=O)cc5)CC4)c23)cc1
12	8.2	-2	-11	C[C@H](CO)N1C[C@H](C)[C@@H](CN(C)S(=O)(=O)c2ccccc2)OCc2cn(nn2)CCCC1=O
13	-0.4	-2	-5	Cc1ccc(/C=C/S(=O)(=O)NCC(=O)OCC(=O)Nc2c(F)cccc2F)cc1
14	0.7	-3	-14	O=C(Nc1ccc(F)cc1)c1ccc(C(=O)N2CCCC(O)C2)cc1 (centres undefined)
15	0.4	0	-6	COc1ccc2c(c1)OC[C@H]1[C@H]2N2C(=O)c3ccccc3NC(=O)[C@@]2(C)[C@H]1c1ccccc1
16	-4.8	-6	24	CC(=O)C1N=NCC1c1ccccc1 (centres undefined)
17	3.1	-2	23	CNc1ccc(C=C2C=Cc3ccccc32)cc1
18	-2.4	-6	-1	Cn1c(SCC(=O)NC2CCCCC2)nc2c(c1=O)SCC2
19	-0.1	0	-4	COc1cc2c(cc1OC)CN(C(=O)CSc1ccc(F)cc1)CC2
20	3.8	-2	3	COc1ccc(COC(=O)C2CCN(S(=O)(=O)c3ccc(F)cc3)CC2)cc1
21	-4.0	-1	-7	CCOC(=O)[C@H]1[C@H]2COc3ccc(OC)cc3[C@@H]2N2C(=O)c3ccccc3NC(=O)[C@@]12C
22	-0.9	0	-9	O=S(=O)(NC1CCCCCCC1)c1ccc(F)cc1
23	-4.3	-6	12	CC(=NNC(=S)N1CCCCC1)c1cccc(C)n1
24	1.6	-1	-14	CCCCC1C(=O)N(c2ccccc2)N(c2ccc(O)cc2)C1=O (centres undefined)
25	0.7	-2	-1	Cc1ccc(/C=C/S(=O)(=O)NCC(=O)OCC(=O)Nc2ccc(C(N)=O)cc2)cc1
26	0.3	-5	-6	C[C@@H]1CN([C@@H](C)CO)C(=O)c2c(c3ccccc3n2C)-c2ccccc2CO[C@H]1CN(C)C(=O)C1CC1
27	-1.4	-7	1	CCN1C[C@@H]2[C@@H]3C(=O)N(C)C(=O)[C@@H]3[C@](Cc3ccccc3)(C1=O)N2C(=O)c1ccc(Br)cc1
28	-1.1	-1	0	Cc1cc(Nc2ccccc2C(=O)O)n2ncnc2n1
29	-0.2	-4	-4	Nc1cc(C(=O)OCC(=O)NNC(=O)c2ccccc2)ccc1Cl
30	-2.1	-5	13	CC12CCC(=O)C=C1CCC1C2C(O)CC2(C)C1CCC21OCC1=O (centres undefined)
31	0.1	-3	1	Cc1nc2ccc(NS(=O)(=O)c3ccccc3F)cc2s1
32	-2.9	-3	-7	Cc1ccc(-c2cc(C(=O)NCCCN3CCOCC3)c3ccccc3n2)cc1
33	1.9	-7	-5	COc1ccc2c(c1)CCCC2=O
34	1.2	-2	10	C=CCN(c1ccccc1OC)S(=O)(=O)c1ccc(Cl)c(C(=O)NCc2ccco2)c1
35	1.2	-6	-16	O=C(CCS(=O)(=O)c1ccccc1)Nc1nc2ccc(F)cc2s1
36	-0.6	-3	11	Cc1ccc2oc3ccccc3c(=O)c2c1
37	0.0	-5	4	Cc1noc(C)c1NC(=O)N(C)C[C@H]1Oc2ccc(NC(=O)Cc3ccccc3)cc2C(=O)N([C@H](C)CO)C[C@@H]1C
38	1.3	-4	5	C[C@H](CO)N1C[C@H](C)[C@@H](CN(C)C(=O)Nc2ccccc2)Oc2ccc(NC(=O)Nc3ccc(C(F)(F)F)cc3)cc2C1=O
39	1.1	2	-7	O=C(Nc1ccc(Br)cc1)C1CCCN(C2=NS(=O)(=O)c3ccccc32)C1 (centres undefined)
40	2.0	3	0	O=C(CCc1nc2ccccc2c(=O)[nH]1)N1CCN(S(=O)(=O)c2ccc(Cl)c(C(F)(F)F)c2)CC1
41	-2.0	-5	5	O=C1N[C@@H](Cc2ccccc2)COC(=O)[C@H](Cc2ccc(F)cc2)CC/C=C/C[C@@H]1CC(=O)N(CCO)Cc1ccccc1
42	0.4	-3	-4	CCCCn1c(N)c(N(CC(C)C)C(=O)CCS(=O)(=O)c2ccc(C)cc2)c(=O)[nH]c1=O
43	0.1	-1	-18	O=C(Nc1ccc(Cl)cc1F)c1ccc2c(c1)C(=O)N(Cc1ccncc1)C2=O
44	-0.8	-2	-2	CCNc1nnc(SCC(=O)N2c3ccccc3NC(=O)CC2C)s1 (centres undefined)
45	1.0	-1	4	COc1ccc([C@H]2CC(=O)C=C(c3ccc4cc[nH]c4c3)C2)cc1
46	0.7	-5	2	CC(C)C1C(=O)N(Cc2cn(CC3CCCCC3)nn2)CCS(=O)(=O)N1Cc1ccc(-c2ccc(F)nc2)cc1 (centres undefined)
47	0.8	-6	-9	C/C(=N\NC(=O)c1ccc(O)cc1)c1ccc2c(c1)OCCO2
48	-3.7	-2	23	O=C(O)c1cc(N2C(=O)C=CC2=O)cc(N2C(=O)C=CC2=O)c1
49	-3.5	-7	-1	CC(OC(=O)Cc1c(F)cccc1Cl)C(=O)NC1CCCCC1C (centres undefined)
50	0.2	-6	3	C[C@H](CO)N1C[C@H](C)[C@@H](CN(C)C(=O)Nc2ccc3c(c2)OCO3)Oc2c(NC(=O)c3ccncc3)cccc2C1=O

Full records, looked up by structure.
Listed for `O=C1N[C@@H](Cc2ccccc2)COC(=O)[C@H](Cc2ccc(F)cc2)CC/C=C/C[C@@H]1CC(=O)N(CCO)Cc1ccccc1` = CRFR2-BP ag = -2.0; GalR3 antag = -5; CRFBP-R2 block = 5
Listed for `CCCCn1c(N)c(N(CC(C)C)C(=O)CCS(=O)(=O)c2ccc(C)cc2)c(=O)[nH]c1=O` = CRFR2-BP ag = 0.4; GalR3 antag = -3; CRFBP-R2 block = -4

The results go on:
no.	CRFR2-BP ag	GalR3 antag	CRFBP-R2 block	mol
51	-0.5	1	-4	COc1cccc(CN(C)C(=O)CCNC(=O)c2ccco2)c1
52	-0.1	-5	0	CC1CCCCN1C(=O)COC(=O)c1ccc(N2CCCC2=O)cc1 (centres undefined)
53	-2.0	-4	4	COC(=O)C[C@H]1C[C@H]2c3cc(NS(=O)(=O)c4ccc(OC)cc4)ccc3O[C@H]2[C@H](CO)O1
54	-0.5	3	3	Cc1ccc(OCC(=O)Nc2ccc(S(=O)(=O)Nc3cc(C)nc(C)n3)cc2)c(C)c1
55	-2.0	0	0	CN(C)S(=O)(=O)c1ccc(N2CCCC2)c(C(=O)NNC(=O)COc2ccccc2Cl)c1
56	-1.0	-1	-2	C#CCOCCOCCOCCNc1nc(N2CCN(C(=O)[C@H](CCCN=C(N)N)n3cc(C(N)[C@@H](C)CC)nn3)CC2)nc(N2CCN(C(=O)[C@H](CCC(=O)O)n3cc([C@@H](N)CCCCN)nn3)CC2)n1 (some centres undefined)
57	-1.1	-2	5	COc1ccc(N2CCN(C(=O)COC(=O)c3oc4ccc(OC)cc4c3C)CC2)cc1
58	0.0	-4	-21	CCOC(=O)c1cc(N2CCCCC2)nc2ccccc12
59	-3.5	-2	1	O=C(C=Cc1ccc2c(c1)OCO2)C1CC1
60	-0.7	15*	18	COc1ccc(C2=Nn3c(nnc3-c3ccccc3C(F)(F)F)SC2)cc1OC1CCOC1 (centres undefined)

Copied from above: nos. 57 to 60
no.	CRFR2-BP ag	GalR3 antag	CRFBP-R2 block	mol
57	-1.1	-2	5	COc1ccc(N2CCN(C(=O)COC(=O)c3oc4ccc(OC)cc4c3C)CC2)cc1
58	0.0	-4	-21	CCOC(=O)c1cc(N2CCCCC2)nc2ccccc12
59	-3.5	-2	1	O=C(C=Cc1ccc2c(c1)OCO2)C1CC1
60	-0.7	15*	18	COc1ccc(C2=Nn3c(nnc3-c3ccccc3C(F)(F)F)SC2)cc1OC1CCOC1 (centres undefined)

Taken from above:
Entry for #59 under GalR3 antag: -2
Entry for #53 under CRFR2-BP ag: -2.0
Entry for #60 under GalR3 antag: 15*
Entry for #52 under CRFBP-R2 block: 0

Following part
no.	CRFR2-BP ag	GalR3 antag	CRFBP-R2 block	mol
61	-0.7	-6	-5	OC(CCc1ccncc1)COc1ccccc1 (centres undefined)
62	1.1	-4	4	CN(c1ccccc1)S(=O)(=O)c1cccc(C(=O)NC2CC(C)(C)NC(C)(C)C2)c1
63	2.6	-6	-2	COc1ccccc1[C@H]1C(c2ccc(F)cc2)=NN(c2ccccc2)[C@@H]1CO
64	0.0	-9	17	COCCN(CC(=O)Nc1cccc(C)c1C)C(=O)C1(c2ccc(Cl)cc2)CCC1
65	0.3	-1	8	CN1CCc2cc(O)c(O)cc2C(c2ccccc2)C1 (centres undefined)
66	0.1	6	6	O=C(CCc1ccccc1)NNC(=O)c1ccncc1
67	0.2	-6	6	CC(C)(C)c1ccc(C(=O)NNC(=O)CCc2ccccc2)cc1
68	1.5	-3	-19	O=C(Nc1cc(Cl)ccc1N1CCOCC1)c1ccc(=O)[nH]c1
69	0.4	-3	-4	COc1ccc(-c2nn(Cc3ccccc3)cc2C(=O)N2CCN(c3ncccn3)CC2)cc1OC
70	7.5	-2	-9	COc1ccc(S(=O)(=O)N2CCOCC2)cc1NC(=O)C1CCN(S(=O)(=O)c2ccc(Cl)cc2)CC1
71	-1.3	-2	-13	CC(C)C[C@@H](CN1CCCC1CN1C(=S)NC[C@@H]1Cc1ccc(O)cc1)N1C[C@H](Cc2ccc(O)cc2)N(CC2CCCCC2)C1=S (some centres undefined)
72	-1.9	-5	-6	CN(C)c1ccc(S(=O)(=O)NCC(=O)NCCC2=CCCCC2)cc1[N+](=O)[O-]
73	0.8	-7	4	COc1cc(C(C)=O)ccc1OC(=O)N1CCOCC1
74	-1.0	-4	1	CN(C)C(=O)CCc1ccc2c3c([nH]c2c1)[C@]1(C)[C@@H](C(=O)N2CCOCC2)C[C@H](CC(=O)NCC24CC5CC(CC(C5)C2)C4)C(=O)N1CC3
75	-1.5	-2	-2	CCOc1ccc(OCCC(=O)OCC(=O)c2c(N)n(C)c(=O)n(C)c2=O)cc1
76	-0.1	1	7	CN(C(=O)c1cccc(NC(=O)Cc2ccc(NC(=O)C3CCN(C(=O)C4CCCC4)CC3)cc2)c1)C1CCC1
77	2.1	-6	-1	CC1Cc2ccccc2N1C(=O)CN(C)CC(=O)Nc1ccc(OC(F)(F)F)cc1 (centres undefined)
78	0.5	-6	-3	CCN(C[C@H]1N[C@@](C)(C(=O)OC)[C@H]2C(=O)N(C)C(=O)[C@@H]12)S(=O)(=O)c1ccc(C)cc1
79	4.1	-8	-2	CC(=O)NC(CC(=O)OCC(=O)c1ccc(NC(=O)CC(C)C)cc1)c1ccccc1 (centres undefined)
80	-0.8	-4	1	O=C(COC(=O)Cc1ccccc1F)Nc1ccccc1[N+](=O)[O-]
81	0.7	-5	1	CC1C(=O)N2CCCc3cc(NC(=O)C(=O)NCc4ccccn4)cc1c32 (centres undefined)
82	2.1	-6	-8	COc1ccccc1CCNC(=O)c1cccc(S(=O)(=O)N2CCc3ccccc3C2)c1
83	-1.1	-2	7	COc1ccc(C(CNC(=O)c2ccc(C)c(S(=O)(=O)N3CCOCC3)c2)N2CCCC2)cc1 (centres undefined)
84	1.0	2	10	CC(=O)c1ccccc1NC(=O)COC(=O)CCC1CCCC1
85	0.9	-9	-10	CC(Sc1nnc(C(C)Oc2ccccc2F)o1)C(=O)NCc1ccc2c(c1)OCO2 (centres undefined)
86	2.2	-2	12	O=C(CN1C(=O)NC2(CCCCC2)C1=O)NNC(=O)C1CC1
87	25	-6	-55	C(=Cc1c[nH]c2ccccc12)c1ccc2ccccc2n1
88	0.7	-4	18	N#CC(c1ccccc1)C(CC(=O)c1ccccc1)c1ccccc1 (centres undefined)
89	-1.1	-4	-5	COCC1CCN(C(=O)c2ccc3oc(CCc4ccccc4)nc3c2)C1 (centres undefined)
